NPY1 pot ag: potentiates or activates human NPY-Y1 receptor; P25929; NPY-Y1 expressing cells, potentiator/agonist activation; activation, % at 3.6 µM; 0.37% of 220,000 active; in the data active means activation above about 33%, passing the limit was not always enough;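 further: cells stimulated with NPY at EC10 then isoproterenol at EC100; 0% = low agonist plus stimulus and 100% = saturating agonist plus stimulus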
NPY Y1 blocker: antagonists of human neuropeptide Y receptor Y1; P25929; HEK293-CNG Y1 cells, membrane potential fluorescence; NPY at EC95, then isoproterenol; inhibition, % at 3.6 µM; 1% of 200,000 active;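 active means inhibition above the campaign mean inhibition of all tested compounds plus 3 SD, cut at about 20% in these data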;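 further: 0% = DMSO wells given NPY plus isoproterenol and 100% = isoproterenol alone without NPY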
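Material: HEK293 Y1/CNG channel cell line | Also added: NPY (25 nM), isoproterenol (1 µM), Ro 20-1724 (25 µM) | Compound: One concentration, 3.6 µM, in 0.4% DMSO | Schedule: 3 h dye uptake, 1 h room-temperature compound, 45 min post-isoproterenol | Signal: Membrane-potential fluorescent dye readout | Read-out: % inhibition of NPY effect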
Runt-CBFb FRET: Runt domain-CBFb interaction inhibition; Q01196+Q13951; Cerulean-Runt/Venus-CBFb FRET ratio 530/480, 1 h; inhibition, % at 20 µM; 0.46% of 220,000 active;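 active means inhibition over about 50% at 20 µM in the single-dose screen, limit read from the data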;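 further: 0% = DMSO wells and 100% = excess unlabeled CBFb competitor control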
Target sequence (Q01196 whole entry, looked up, the tested form may be a part): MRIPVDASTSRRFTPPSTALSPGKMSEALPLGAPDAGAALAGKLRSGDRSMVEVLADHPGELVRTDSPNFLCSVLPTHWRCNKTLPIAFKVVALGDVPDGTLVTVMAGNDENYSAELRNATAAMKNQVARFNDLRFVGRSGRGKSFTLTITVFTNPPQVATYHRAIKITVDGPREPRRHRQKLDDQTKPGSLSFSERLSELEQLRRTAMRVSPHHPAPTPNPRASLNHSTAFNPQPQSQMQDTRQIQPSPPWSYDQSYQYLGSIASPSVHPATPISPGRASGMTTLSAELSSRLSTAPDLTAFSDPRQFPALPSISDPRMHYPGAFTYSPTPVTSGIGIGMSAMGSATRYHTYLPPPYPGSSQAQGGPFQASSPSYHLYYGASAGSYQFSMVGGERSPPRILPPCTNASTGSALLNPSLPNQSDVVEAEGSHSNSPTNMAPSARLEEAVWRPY
Target sequence (Q13951 whole entry, looked up, the tested form may be a part): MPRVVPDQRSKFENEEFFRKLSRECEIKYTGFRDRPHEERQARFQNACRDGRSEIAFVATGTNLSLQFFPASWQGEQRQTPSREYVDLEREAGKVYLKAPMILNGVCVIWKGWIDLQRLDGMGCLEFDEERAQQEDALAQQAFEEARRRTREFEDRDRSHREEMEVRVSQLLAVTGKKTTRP
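Schedule: protein complex preformed 1 h, compound exposure 1 h, room temperature, dark; test system: Cerulean-labeled Runt domain protein; amount: 100 nM per protein; buffer or medium: Tris 50 mM pH 7.5, KCl, K2SO4, 0.01% BSA; read-out: loss of energy transfer signal; detection: FRET fluorescence; controls: 5 µM unlabeled CBFb as full-inhibition high control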
RBBP9 inhibitor: inhibitors of human serine hydrolase RBBP9 | O75884 | recombinant RBBP9, FP-Rh probe fluorescence polarization | inhibition, % at 7.94 µM | 0.2% of 220,000 active | AID 1515;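 active means inhibition above the campaign mean of all tested compounds plus 3 SD, cut at about 14% in these data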;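 further: plate controls were DMSO wells with RBBP9 for no effect and wells lacking RBBP9 protein for full effect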
Target sequence (O75884 whole entry, looked up): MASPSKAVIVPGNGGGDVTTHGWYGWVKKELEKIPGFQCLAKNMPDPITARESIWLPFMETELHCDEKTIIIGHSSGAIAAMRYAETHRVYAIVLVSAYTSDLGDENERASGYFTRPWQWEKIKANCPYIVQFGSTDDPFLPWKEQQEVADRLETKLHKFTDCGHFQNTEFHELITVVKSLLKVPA
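Controls: DMSO-treated enzyme wells and wells lacking RBBP9 | Material: RBBP9 protein | Technique: Fluorescence polarization | Replication: Single well per compound, no replicates | Buffer or medium: Tris-NaCl-Pluronic buffer, pH 8.0 | Timing: 30 min compound preincubation, 45 min probe labeling, 25 °C | Read-out basis: Percent inhibition from mP, scaled between DMSO and no-protein wells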
NPY2 pot ag: potentiates or activates human NPY-Y2 receptor; P49146; cells expressing NPY-Y2, potentiator/agonist read-out; activation, % at 3.6 µM; 0.45% of 220,000 active; in the data active means activation above about 27%;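 further: cells stimulated with NPY near EC25 plus isoproterenol at EC100; 0% = vehicle plus submaximal agonist and 100% = vehicle plus saturating agonist; some results beyond the cut were filed as inactive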
Ba/F3 V617F tox: reduce viability of Ba/F3 cells dependent on JAK2V617F; 1.1% of 220,000 active; Ba/F3 EpoR-JAK2V617F viability, ATP luminescence; AID 1446; inhibition, % at 5.6 µM;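 active means inhibition above the campaign mean plus 3 SD over all tested compounds, cut at about 24% in these data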;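 further: cytokine-independent growth of Ba/F3 cells driven by EpoR plus mutant JAK2; 0% = DMSO-treated cells and 100% = JAK inhibitor I control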
S1P4 antag: antagonists of human S1P4 receptor; O95977; S1P4-expressing cells, antagonist mode, reporter read-out; inhibition, % at 4.98 µM; 0.26% of 220,000 active; AID 1510; in the data active means inhibition above about 29%;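 further: 0% = wells stimulated with agonist and 100% = vehicle wells without agonist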
BaF3 tox: counter-screen for JAK2V617F inhibitors: parental Ba/F3 viability inhibitors. CellTiter-Glo ATP luminescence. inhibition, % at 5.6 µM. AID 1486. 1.1% of 220,000 active;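 active means inhibition above a per-campaign cutoff, the mean inhibition of all tested compounds plus 3 SD, cut at about 27% in these data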;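 further: 0% = DMSO wells and 100% = JAK Inhibitor I control wells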
S1P4 ag: human S1P4 receptor agonism | O95977 | S1P4-expressing cell line, agonist reporter assay | activation, % at 4.98 µM | 0.35% of 220,000 active; in the data active means activation above about 11%;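 further: 0% = DMSO vehicle and 100% = reference agonist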
Numbers without * were called inactive.

How did C=C(C)COc1ccc(-c2[nH]ncc2-c2ccccc2)c(O)c1 do in these assays?
NPY1 pot ag: 9; NPY Y1 blocker: -3; Runt-CBFb FRET: 1; RBBP9 inhibitor: -7; NPY2 pot ag: -2; Ba/F3 V617F tox: -1; S1P4 antag: -5; BaF3 tox: 2; S1P4 ag: 0.4

Results for CCOC(=O)c1c(C)n(C)c2ccc(OCC(O)CN3CCC(C)CC3)cc12 (centres undefined) ?
NPY1 pot ag: -26; NPY Y1 blocker: 5; Runt-CBFb FRET: 2; RBBP9 inhibitor: -8; NPY2 pot ag: -24; Ba/F3 V617F tox: 0; S1P4 antag: -14; BaF3 tox: 9; S1P4 ag: 1.6

Results for Cc1ccnc2nc(C(=O)OCC(=O)N(CC(C)C)CC(C)C)nn12 ?
NPY1 pot ag: 1; NPY Y1 blocker: 5; Runt-CBFb FRET: 0; RBBP9 inhibitor: 0; NPY2 pot ag: 2; Ba/F3 V617F tox: -1; S1P4 antag: -16; BaF3 tox: 0; S1P4 ag: 0.9

Results for COc1cccc2oc(-c3ccco3)cc(=O)c12 ?
NPY1 pot ag: -15; NPY Y1 blocker: 8; Runt-CBFb FRET: -1; RBBP9 inhibitor: -5; NPY2 pot ag: 3; Ba/F3 V617F tox: 0; S1P4 antag: -3; BaF3 tox: 5; S1P4 ag: 2.2

Results for COc1cc(NC(=O)c2noc3c2CCC3)c(OC)cc1Cl ?
NPY1 pot ag: 6; NPY Y1 blocker: -2; Runt-CBFb FRET: 0; RBBP9 inhibitor: 2; NPY2 pot ag: -1; Ba/F3 V617F tox: -1; S1P4 antag: -3; BaF3 tox: 6; S1P4 ag: -1.3

How did CN(C)c1cccc(C(=O)NC2CCCCCC2)c1 do in these assays?
NPY1 pot ag: -9; NPY Y1 blocker: 0; Runt-CBFb FRET: 1; RBBP9 inhibitor: 2; NPY2 pot ag: -8; Ba/F3 V617F tox: 1; S1P4 antag: 3; BaF3 tox: 2; S1P4 ag: -0.1

How did CCOC(=O)c1[nH]c(C)c(C(=O)NC2CCN(C(=O)OCC)CC2)c1C do in these assays?
NPY1 pot ag: -6; NPY Y1 blocker: -3; Runt-CBFb FRET: -1; RBBP9 inhibitor: -7; NPY2 pot ag: -2; Ba/F3 V617F tox: 2; S1P4 antag: -15; BaF3 tox: 1; S1P4 ag: 2.6

How did Cc1onc(-c2ccccc2)c1C(=O)N/N=C/c1cccc(O)c1 do in these assays?
NPY1 pot ag: 0; NPY Y1 blocker: -3; Runt-CBFb FRET: -3; RBBP9 inhibitor: -13; NPY2 pot ag: 2; Ba/F3 V617F tox: 2; S1P4 antag: -5; BaF3 tox: 3; S1P4 ag: 1.4

What do the screens show for `COc1ccccc1-c1nc(C#N)c(N2CCCCCC2)o1`?
NPY1 pot ag: -22; NPY Y1 blocker: 5; Runt-CBFb FRET: 2; RBBP9 inhibitor: 4; NPY2 pot ag: -10; Ba/F3 V617F tox: -2; S1P4 antag: -10; BaF3 tox: 1; S1P4 ag: -0.8

How did COc1ccc(-c2cc(C(=O)NCc3cccnc3)no2)cc1 do in these assays?
NPY1 pot ag: 6; NPY Y1 blocker: -6; Runt-CBFb FRET: 0; RBBP9 inhibitor: -3; NPY2 pot ag: -5; Ba/F3 V617F tox: 0; S1P4 antag: -12; BaF3 tox: 3; S1P4 ag: 1.9

Results for Cc1ccccc1NC(=O)CCC(=O)N/N=C/c1ccc(F)cc1 ?
NPY1 pot ag: 14; NPY Y1 blocker: 1; Runt-CBFb FRET: 1; RBBP9 inhibitor: 1; NPY2 pot ag: 13; Ba/F3 V617F tox: 0; S1P4 antag: -10; BaF3 tox: 5; S1P4 ag: -0.7

How did CCC1C(=O)N=C(SCC(=O)Nc2ccc(S(N)(=O)=O)cc2)NC1=O (centres undefined) do in these assays?
NPY1 pot ag: 13; NPY Y1 blocker: 4; Runt-CBFb FRET: 1; RBBP9 inhibitor: 2; NPY2 pot ag: -17; Ba/F3 V617F tox: 2; S1P4 antag: -20; BaF3 tox: 7; S1P4 ag: 0.5

What do the screens show for `COc1ccc(C(=O)N2CCN=C2SC)cc1`?
NPY1 pot ag: 6; NPY Y1 blocker: 2; Runt-CBFb FRET: -2; RBBP9 inhibitor: -5; NPY2 pot ag: 6; Ba/F3 V617F tox: -1; S1P4 antag: -2; BaF3 tox: 4; S1P4 ag: -0.3

Results for CCN(CC)Cc1ccccn1 ?
NPY1 pot ag: 21; Runt-CBFb FRET: 0; RBBP9 inhibitor: 4; NPY2 pot ag: 4; Ba/F3 V617F tox: -4; S1P4 antag: -6; BaF3 tox: -1; S1P4 ag: 2.9

What do the screens show for `CCOc1ccccc1NC(=O)CC1Nc2ccccc2NC1=O` (centres undefined)?
NPY1 pot ag: 2; NPY Y1 blocker: 0; Runt-CBFb FRET: -4; RBBP9 inhibitor: -1; NPY2 pot ag: -1; Ba/F3 V617F tox: -2; S1P4 antag: -12; BaF3 tox: 2; S1P4 ag: 0.9

Quoted at random: two entries already listed
How did CN(C)c1cccc(C(=O)NC2CCCCCC2)c1 do in these assays?
NPY1 pot ag: -9; NPY Y1 blocker: 0; Runt-CBFb FRET: 1; RBBP9 inhibitor: 2; NPY2 pot ag: -8; Ba/F3 V617F tox: 1; S1P4 antag: 3; BaF3 tox: 2; S1P4 ag: -0.1

Results for Cc1ccccc1NC(=O)CCC(=O)N/N=C/c1ccc(F)cc1 ?
NPY1 pot ag: 14; NPY Y1 blocker: 1; Runt-CBFb FRET: 1; RBBP9 inhibitor: 1; NPY2 pot ag: 13; Ba/F3 V617F tox: 0; S1P4 antag: -10; BaF3 tox: 5; S1P4 ag: -0.7

Next part:
What do the screens show for `CCc1ccc(OCC(=O)Nc2ccc(CN3CCCCC3)cc2)cc1`?
NPY1 pot ag: -41; NPY Y1 blocker: 12; Runt-CBFb FRET: 0; RBBP9 inhibitor: -4; NPY2 pot ag: -3; Ba/F3 V617F tox: 1; S1P4 antag: -16; BaF3 tox: 5; S1P4 ag: 1.4

How did CCCc1nn(C)c(C(=O)Nc2ccc(C(C)(C)C)cc2)c1Cl do in these assays?
NPY1 pot ag: -6; NPY Y1 blocker: 4; Runt-CBFb FRET: -7; RBBP9 inhibitor: -3; NPY2 pot ag: -10; Ba/F3 V617F tox: 3; S1P4 antag: -39; BaF3 tox: 4; S1P4 ag: 0.4

Results for CCN(C(=O)CN1CCN(Cc2ccccc2)CC1)c1c(N)n(Cc2ccccc2)c(=O)[nH]c1=O ?
NPY1 pot ag: -2; NPY Y1 blocker: 4; Runt-CBFb FRET: -1; RBBP9 inhibitor: 4; NPY2 pot ag: 4; Ba/F3 V617F tox: 0; S1P4 antag: -16; BaF3 tox: 2; S1P4 ag: -0.2

Results for CC(C)CCOc1ccc(C2CC(=O)N(C)C2=O)cc1 (centres undefined) ?
NPY1 pot ag: -2; NPY Y1 blocker: -9; Runt-CBFb FRET: -4; RBBP9 inhibitor: 3; NPY2 pot ag: 7; Ba/F3 V617F tox: -2; S1P4 antag: -19; BaF3 tox: 2; S1P4 ag: 0.8

What do the screens show for `CCOC(=O)C1C(=O)NCC2CCCC21` (centres undefined)?
NPY1 pot ag: 5; NPY Y1 blocker: 2; Runt-CBFb FRET: 0; RBBP9 inhibitor: -2; NPY2 pot ag: 1; Ba/F3 V617F tox: 1; S1P4 antag: -4; BaF3 tox: 4; S1P4 ag: -0.1

Results for Cc1cc(C(=O)CN2CC(C)OC(C)C2)c(C)n1-c1ccccc1 (centres undefined) ?
NPY1 pot ag: 3; NPY Y1 blocker: 0; Runt-CBFb FRET: -1; RBBP9 inhibitor: -3; NPY2 pot ag: 9; Ba/F3 V617F tox: -2; S1P4 antag: 14; BaF3 tox: 2; S1P4 ag: -1.1

What do the screens show for `O=C(COC(=O)c1ccc(Br)o1)NCCCc1ccccc1`?
NPY1 pot ag: -1; NPY Y1 blocker: 4; Runt-CBFb FRET: -2; RBBP9 inhibitor: 2; NPY2 pot ag: 5; Ba/F3 V617F tox: 2; S1P4 antag: 9; BaF3 tox: 1; S1P4 ag: 0.3

What do the screens show for `CCCCCCCSc1nnc(N)s1`?
NPY1 pot ag: -9; Runt-CBFb FRET: -2; RBBP9 inhibitor: -6; NPY2 pot ag: -8; Ba/F3 V617F tox: 1; S1P4 antag: 3; BaF3 tox: 0; S1P4 ag: -0.4

Results for COc1ccc(S(=O)(=O)CCc2nnc(NC(=O)c3cccs3)s2)cc1 ?
NPY1 pot ag: -18; NPY Y1 blocker: 1; Runt-CBFb FRET: 0; RBBP9 inhibitor: 0; NPY2 pot ag: -6; Ba/F3 V617F tox: 4; S1P4 antag: -7; BaF3 tox: 0; S1P4 ag: -0.8

Results for Cc1cc(C)cc(NC(=O)C2CCCN2C(=O)NC2CCCCC2)c1 (centres undefined) ?
NPY1 pot ag: -2; NPY Y1 blocker: -1; Runt-CBFb FRET: -2; RBBP9 inhibitor: -10; NPY2 pot ag: -14; Ba/F3 V617F tox: -2; S1P4 antag: 12; BaF3 tox: 9; S1P4 ag: -0.5

Results for c1ccc(C2CCCN(Cc3nc(CC4CC4)no3)CC2)cc1 (centres undefined) ?
NPY1 pot ag: 9; NPY Y1 blocker: 4; RBBP9 inhibitor: -12; NPY2 pot ag: -6; Ba/F3 V617F tox: -1; S1P4 antag: 0; BaF3 tox: 6; S1P4 ag: -0.3

Results for COC(=O)c1ccc(C(=O)OC)c(NC(=O)C(C)C)c1 ?
NPY1 pot ag: 9; NPY Y1 blocker: -1; Runt-CBFb FRET: 2; RBBP9 inhibitor: -1; NPY2 pot ag: 10; Ba/F3 V617F tox: -5; S1P4 antag: 12; BaF3 tox: -4; S1P4 ag: -2.0

Results for CC(=O)OCC1OC(OC(C)=O)C(NC(=O)c2cccnc2)C(OC(C)=O)C1OC(C)=O (centres undefined) ?
NPY1 pot ag: -10; NPY Y1 blocker: -3; Runt-CBFb FRET: -2; RBBP9 inhibitor: -4; NPY2 pot ag: 0; Ba/F3 V617F tox: -2; S1P4 antag: -16; BaF3 tox: -1; S1P4 ag: 0.9

Results for Cc1ccc(OCC(=O)N2N=C(c3ccc(Cl)cc3)CC2c2ccco2)c([N+](=O)[O-])n1 (centres undefined) ?
NPY1 pot ag: -15; NPY Y1 blocker: 2; Runt-CBFb FRET: 17; RBBP9 inhibitor: -11; NPY2 pot ag: -6; Ba/F3 V617F tox: 2; S1P4 antag: -12; BaF3 tox: 6; S1P4 ag: -1.5

How did COc1ccc(S(=O)(=O)Nc2c(C)nc3nc[nH]n3c2=O)cc1 do in these assays?
NPY1 pot ag: 10; NPY Y1 blocker: -2; Runt-CBFb FRET: -1; RBBP9 inhibitor: -2; NPY2 pot ag: -2; Ba/F3 V617F tox: 2; S1P4 antag: -25; BaF3 tox: 10; S1P4 ag: 1.2

What do the screens show for `Cc1nnc(N2CCN(c3ccccc3)CC2)[nH]c1=O`?
NPY1 pot ag: -29; NPY Y1 blocker: 0; Runt-CBFb FRET: 0; RBBP9 inhibitor: -4; NPY2 pot ag: -3; Ba/F3 V617F tox: 0; S1P4 antag: -5; BaF3 tox: 0; S1P4 ag: -0.4

High-throughput results deposited in PubChem by several laboratories.
